Screening data: PubChem, Broad Institute
S100A4 inh HTS: inhibitors of S100A4-myosin IIA peptide binding, primary screen, biochemical, fluorescence polarization, TAMRA-MyoIIA peptide; inhibition, % at 10.7 µM; 360,000 tested, 0.14% active; Protein S100-A4 (Homo sapiens), P26447;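 active = mean inhibition of at least 70% across replicates, with every replicate also reaching that level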
Target sequence (P26447 whole entry, looked up): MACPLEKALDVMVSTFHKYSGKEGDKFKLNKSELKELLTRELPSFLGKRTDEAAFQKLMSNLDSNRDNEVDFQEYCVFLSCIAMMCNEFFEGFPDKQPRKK
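Test system: S100A4 monomer protein; Medium: HEPES pH 7.2 with CaCl2, KCl, NaCl, DTT, Triton; Probe or stimulus: TAMRA-labelled myosin IIA heavy-chain peptide probe, 5 nM; Doses: one dose per compound; Times: polarization read 5 min after assay mix addition, stable 5–60 min; Benchmarks: neutral control DMSO, positive control TFP.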
RAD52 anneal inh: RAD52 DNA annealing inhibitors, primary screen, biochemical, FRET, single point, set 2; recombinant RAD52 DNA annealing, FRET fluorescence; inhibition, % at 18.7 µM; 360,000 tested, 0.46% active; AID 651710, 2012;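 active = every replicate showing at least 50% inhibition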
E-sel inducer: E-selectin induction in HUVECs, primary screen, imaging, HUVEC, immunofluorescence imaging, single point | normalized: neutral wells 0, TNF-alpha wells 100 | activation, % at 7.58 µM | 260,000 tested, 0.37% active | AID 686992, 2013;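 active = mean E-selectin-positive cell signal at least 10% of the positive control, reached in at least 60% of replicates, without over 20% cell loss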;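 note: in these data hits start at about 27%; measured in HUVEC primary endothelial cells; signal is the percent of cells scored E-selectin positive by PE staining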
Target sequence (P16581 whole entry, looked up): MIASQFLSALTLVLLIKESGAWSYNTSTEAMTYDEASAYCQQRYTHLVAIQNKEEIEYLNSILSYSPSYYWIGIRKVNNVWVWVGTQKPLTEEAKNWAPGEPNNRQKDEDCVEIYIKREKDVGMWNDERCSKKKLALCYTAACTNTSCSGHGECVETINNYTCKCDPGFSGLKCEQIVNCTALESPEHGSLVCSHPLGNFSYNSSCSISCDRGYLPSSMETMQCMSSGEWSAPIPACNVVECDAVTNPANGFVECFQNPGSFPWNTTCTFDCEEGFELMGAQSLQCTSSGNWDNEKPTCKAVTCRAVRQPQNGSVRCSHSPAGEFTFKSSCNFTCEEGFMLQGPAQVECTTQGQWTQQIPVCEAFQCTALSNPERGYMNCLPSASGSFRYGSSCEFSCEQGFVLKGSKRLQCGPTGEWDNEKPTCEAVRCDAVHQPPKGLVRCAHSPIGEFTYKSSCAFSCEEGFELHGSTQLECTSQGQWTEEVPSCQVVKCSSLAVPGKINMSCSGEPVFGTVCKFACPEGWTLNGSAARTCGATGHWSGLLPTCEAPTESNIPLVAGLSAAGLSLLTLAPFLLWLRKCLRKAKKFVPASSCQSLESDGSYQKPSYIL
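Assay system: HUVEC primary endothelial cells. Input: 3,000 HUVEC seeded per well. Doses: one compound dose added by pin transfer. Read-out basis: % PE-positive cells. Benchmarks: TNF-alpha high, DMSO low. Detection: immunofluorescence imaging. Buffer or medium: EGM-2, gelatin.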
esBAF inh: Bmi1 luciferase reporter increase in mESCs, primary screen, esBAF inhibitor project, mouse ES cells, Bmi1 luciferase knock-in, single point; 24 h; 100% = twice the neutral-well signal; reporter increase, % at 12.5 µM; 350,000 tested, 2% active; AID 602393, 2012; in the data active = activation above about 40%;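 note: 0% = median of the plate's neutral control wells and 100% = double that signal; a rise in the Bmi1 reporter signal indicates esBAF inhibition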
RAD54 branch: inhibitors of human RAD54 branch migration, primary screen, biochemical, fluorescence, single point; RAD54 Holliday junction branch migration, FAM/BHQ fluorescence; DNA repair and recombination protein RAD54-like (Homo sapiens), Q92698; inhibition, % at 10.4 µM; 360,000 tested, 0.14% active;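 active = mean normalized replicate activity at least 40 and at least half of replicates scoring 40 or more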;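 note: 0% = median of neutral control wells and 100% = median of positive control wells; inhibitors cause a drop in the FAM fluorescence signal; in these data hits start at about 50%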
EWS-Fli inh: EWS/Fli-driven NR0B1 reporter inhibitors, primary screen, A673 cells, NR0B1 luciferase, luminescence, MLPCN library | 350,000 tested, 0.67% active | inhibition, % at 12.6 µM | viability-normalised;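 active = mean inhibition of at least 50% after viability correction, with every replicate also passing that limit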;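 note: firefly luciferase signal divided by Alamar Blue viability fluorescence both relative to DMSO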
Xi reactivation: activators of inactive X chromosome reactivation, primary screen, imaging, XiGFP fibroblasts, GFP high-content imaging, set 2. XiGFP mouse fibroblasts, % GFP-positive cells imaging, 3 d; cells co-treated with 5-aza-dC sensitizer; scaled so ellipticine positive control = 100%. activation, % at 7.58 µM. 360,000 tested, 0.055% active;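 active = mean normalized replicate activation at least 10% and every replicate at or above 10%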;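 note: 0% = median of on-plate neutral control wells and 100% = ellipticine 6 µM median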
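Material: SV40-immortalized XiGFP fibroblast cells, line 68-5-11 | Buffer or medium: DMEM containing 5-aza-dC | Dosing: One concentration, pinned | Times: 3 d treatment, 15 min room-temperature fixation | Controls: Ellipticine 6 µM positive control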
FN deposit inh: inhibitors of fibronectin matrix deposition, primary screen, AH1F cells, Alexa488-fibronectin fluorescence, plate reader; AH1F fibroblasts, overnight; inhibition, % at 12.6 µM; 350,000 tested, 0.086% active; AID 743247, 2014;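 active = mean inhibition across replicates of 30% or more, regardless of how many single replicates reach that level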;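 note: positive control wells lacked labelled fibronectin entirely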
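Material: AH1F fibroblast monolayer depositing Alexa488-labelled fibronectin into matrix / Amount: 10000 AH1F cells per well / Signal: fluorescence 485/525 nm / Medium: DMEM, 2% serum / Compound: single dose, pinned / Incubation: 1 h cell adhesion before compound, then overnight fibronectin incubation / Reagent: Alexa488-FN, 24 nM final / Read-out: inhibition of fibronectin deposition signal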
* = called active by the depositor; nt = no result given; & = joins results of further samples. Compounds were not picked by outcome; 3% or so of the library scored in one or more.

Each structure is followed by: S100A4 inh HTS	RAD52 anneal inh	E-sel inducer	esBAF inh	RAD54 branch	EWS-Fli inh	Xi reactivation	FN deposit inh
> COc1ccc(S(=O)(=O)Nc2ccc3c(c2)C(=O)N([C@@H](C)CO)C[C@H](C)[C@@H](CN(C)Cc2ccc4c(c2)OCO4)OCCCC[C@@H](C)O3)cc1
  3.1	21.9	0.0	0.1	1.2	2.2	0.0	-0.3
> COc1cc(/C=C/C(=O)O)cc(S(=O)(=O)Nc2ccc(F)cc2)c1OC
  nt	nt	0.3	-9.8	-5.0	nt	0.0	1.9
> COCc1ccc(CN2CCCC(CO)(Cc3cccc(Cl)c3)C2)o1 (configuration not stated)
  4.0	0.8	2.7	-7.5	-6.5	-11.0	0.0	-6.5
> CC(C)CC#Cc1ccc2c(c1)O[C@H](CN(C)C(=O)c1ccccc1F)[C@H](C)CN([C@@H](C)CO)S2(=O)=O
  13.1	-3.9	-0.1	1.4	-1.4	13.8	0.1	nt
> COc1ccc([C@H]2C[C@@H](O)[C@H](n3cc(-c4ccc(F)cc4)nn3)CN2CC2CCCCC2)cc1
  -3.8	-6.7	4.0	-1.4	2.9	4.8	0.1	-14.5
> COc1ccc(C(=O)OCC(=O)N2C(C)CCCC2C)cc1[N+](=O)[O-] (configuration not stated)
  -2.6	3.2	-0.1	nt	nt	-6.3	0.0	7.7
> COc1ccc(/C=N/NC(=O)c2ccccc2OC)cc1COc1ccccc1[N+](=O)[O-]
  0.5	-4.3	-0.2	1.4	7.1	8.1	0.0	1.0
> O=C(Nc1cccc(Cl)c1)N[C@@H]1CC[C@@H](CCNC(=O)C2CC2)O[C@H]1CO
  -6.3	0.8	0.1	-2.0	0.1	-2.0	0.6	-7.1
> CCN(CC)S(=O)(=O)c1ccc(/C=C/C(=O)OCC(=O)Nc2ccc(S(N)(=O)=O)cc2)cc1
  -13.4	-8.9	nt	nt	nt	10.9	0.1	5.4
> CCN(CC)C(=O)C1=C(C)N(Cc2ccccc2)C(=O)C(CC(=O)NCCN2CCOCC2)C1 (configuration not stated)
  3.6	-4.8	0.6	-3.3	3.5	-2.0	-0.1	-3.7
> O=C1NCCC/C1=N\Nc1ccc(Br)cc1
  -0.2	-1.3	nt	nt	nt	-31.5	0.1	4.9
> COc1ccc(CCN(CC(=O)NC(C)(C)C)C(=O)Cn2nnc(-c3ccc(C)o3)n2)cc1OC
  -2.9	-4.3	nt	-3.9	nt	7.1	0.0	16.4
> O=C(C[C@H]1CC[C@H]2[C@@H](COC[C@@H](O)CN2S(=O)(=O)c2ccccc2)O1)N[C@H]1CCN(Cc2ccccc2)C1
  -9.4	0.5	0.0	-3.8	9.9	-10.4	0.2	-13.3
> COC(=O)c1cn(C(=O)c2cc(Cl)ccc2Cl)c2ccccc12
  -2.9	0.5	nt	6.1	-2.7	2.6	0.0	5.1
> CCOC(=O)N/N=C(C)/C=C/c1ccco1
  -6.0	-19.3	nt	nt	8.2	-5.8	0.3	-6.9
> COc1ccc(CN(C)C(=O)c2ccc(NS(=O)(=O)c3ccccc3)cc2)c(OC)c1
  -0.8	-8.8	nt	0.8	6.1	2.1	0.8	-3.7
> CCCCCCN1C[C@H](n2cc(-c3ccc(F)cc3)nn2)[C@@H](O)C[C@@H]1c1ccc(C)cc1
  17.9	-8.9	nt	-1.4	-2.8	13.0	1.1	0.2
> CN(Cc1ccccc1)C(=O)CN1C(=O)NC(C)(c2ccc(Cl)cc2)C1=O (configuration not stated)
  -10.6	-11.5	0.1	-2.8	-8.1	-1.1	0.0	-10.4
> Nc1ccc(S(=O)(=O)NC2(C(F)(F)F)NC(=O)N(Cc3ccccc3)C2=O)cc1 (configuration not stated)
  -0.6	-12.7	nt	0.1	-7.1	4.1	0.0	-4.0
> Cc1ccc(S(=O)(=O)N(C)C[C@H]2OCCCC[C@H](C)Oc3ccc(NS(=O)(=O)c4ccccc4)cc3C(=O)N([C@@H](C)CO)C[C@H]2C)cc1
  -14.7	4.8	-0.1	-1.3	0.8	0.0	4.3	-8.1

Other entries
Each structure is followed by: S100A4 inh HTS	RAD52 anneal inh	E-sel inducer	esBAF inh	RAD54 branch	EWS-Fli inh	Xi reactivation	FN deposit inh
> COc1ccc(NC(=O)C2CCCN(S(=O)(=O)c3ccc4c(c3)CCCN4C(C)=O)C2)cc1Cl (configuration not stated)
  -2.6	-10.1	nt	12.4	10.8	nt	0.0	-2.2
> c1cncc(-c2cn(C[C@H]3CC[C@@H]([C@@H]4CC[C@H](Cn5cc(-c6cccnc6)nn5)O4)O3)nn2)c1
  -3.7	-13.7	-0.1	0.3	-14.2	2.9	0.0	-3.7
> Cc1c(N(C(=O)c2cnccn2)C2(C(=O)NC3CCCC3)CCCCC2)c(=O)n(-c2ccccc2)n1C
  2.4	-12.7	-0.7	0.6	0.9	4.7	0.0	nt
> Cc1cc(NC(=O)CSc2nnc(-c3cccc(F)c3)n2N)no1
  -1.3	-8.8	nt	-1.5	7.7	-3.4	0.0	1.7
> O=C1CSc2ccccc2N1Cc1ccccc1F
  4.3	-13.0	nt	-0.5	-7.4	3.1	nt	nt
> Cc1ccc(S(=O)(=O)N(C)C)cc1NC(=S)Nc1ccc2[nH]c(=O)[nH]c2c1
  -8.0	-6.4	-0.8	nt	nt	8.2	0.1	1.6
> COc1ccc(-c2ccc(SCC(=O)Nc3nccs3)nn2)cc1OC
  -5.0	-10.9	nt	nt	nt	-14.0	0.2	nt
> O=C(Nc1ccc(F)cc1)N1CCCCN2[C@H](CO)[C@H](c3ccc(-c4cccc(F)c4)cc3)[C@H]2C1
  7.0	17.7	-0.1	-4.4	-11.1	30.2	0.2	nt
> CCC(=O)N(C)C[C@@H]1Oc2cc(-c3ccc(C)cc3)ccc2S(=O)(=O)N([C@H](C)CO)C[C@@H]1C
  3.4	-6.6	0.4	-2.9	-4.2	2.1	-0.9	5.0
> O=C(Cc1cccs1)NCCS(=O)(=O)N1CCN(c2ccccc2F)CC1
  6.9	-3.6	-2.2	nt	nt	-2.2	0.1	13.7
> Cc1ccc(-n2c(SCn3nnc4ccccc4c3=O)nnc2-c2cccnc2)c(C)c1
  -8.6	-13.0	nt	4.5	-5.5	3.5	nt	nt
> CC1CCN(S(=O)(=O)c2ccc3ncn(CC(=O)N(C)C4CCCCC4)c(=O)c3c2)CC1
  -1.8	-9.2	nt	nt	nt	4.4	0.0	8.6
> CCCCCCCCCC(=O)NNC(=O)c1c(O)c2ccccc2n(CCC)c1=O
  -4.3	-14.6	nt	nt	nt	5.3	0.1	4.2
> O=C(O)c1cn2c3c(ccc(Cl)c3c1=O)OCC2
  5.6	6.0	-0.1	7.0	-0.6	7.2	0.1	0.0
> Cc1c(Br)c([N+](=O)[O-])nn1CC(=O)N1CCN(C23CC4CC(CC(C4)C2)C3)CC1
  -6.8	-8.2	-0.2	5.8	-2.3	nt	0.1	0.6
> COc1ccc(CCC(=O)NCCS(=O)(=O)N2CCN(c3ccccc3F)CC2)cc1
  -4.1	2.2	-0.1	5.9	0.4	-1.3	-0.1	-1.5
> Cc1cccnc1NC(=O)C1CCCN(S(=O)(=O)c2ccc3c(c2)oc(=O)n3C)C1 (configuration not stated)
  -1.4	-15.8	-0.4	-7.9	7.1	-0.2	-0.1	-1.0
> Cc1onc(-c2ccccc2)c1-c1n[nH]c(=S)n1-c1ccc(C(=O)O)cc1
  -1.3	-9.0	nt	0.3	-16.3	nt	nt	nt
> O=C(NCc1ccccc1)C(C1CC1)n1c(=O)c(-c2ccco2)nc2ccccc21 (configuration not stated)
  -15.8	-32.2	0.1	nt	nt	9.1	0.0	-2.1
> C[C@H](CO)N1C[C@H](C)[C@H](CN(C)Cc2ccc(-c3ccccc3)cc2)Oc2c(NS(=O)(=O)c3ccc(Cl)cc3)cccc2C1=O
  -1.2	-2.1	-5.8	-6.9	3.2	-0.2	-0.9	0.4

Some of these compounds in order of the RAD52 anneal inh value, ascending:
SMILES	S100A4 inh HTS	RAD52 anneal inh	esBAF inh
CCOC(=O)N/N=C(C)/C=C/c1ccco1	-6.0	-19.3	nt
c1cncc(-c2cn(C[C@H]3CC[C@@H]([C@@H]4CC[C@H](Cn5cc(-c6cccnc6)nn5)O4)O3)nn2)c1	-3.7	-13.7	0.3
O=C1NCCC/C1=N\Nc1ccc(Br)cc1	-0.2	-1.3	nt

Following part:
Each structure is followed by: S100A4 inh HTS	RAD52 anneal inh	E-sel inducer	esBAF inh	RAD54 branch	EWS-Fli inh	Xi reactivation	FN deposit inh
> COc1cc([N+](=O)[O-])c2nc(C=NNC(N)=S)ccc2c1
  4.0	-15.6	0.4	-5.9	nt	-0.9	0.1	-25.9
> CCOc1ccccc1Nc1ccc2nonc2c1[N+](=O)[O-]
  4.0	-2.1	0.1	-1.8	8.3	-24.9	0.0	4.0
> CCOc1ccc2nc(N3CCC(C(=O)N4CCN(c5ncccn5)CC4)CC3)sc2c1
  -3.1	-8.9	0.1	35.0	2.1	-25.8	0.2	4.8
> CCC(C)(C(=O)NC1CCCC1)N(C(=O)Cc1cccs1)c1c(C)n(C)n(-c2ccccc2)c1=O (configuration not stated)
  -0.1	-10.1	10.0	nt	nt	2.0	0.4	nt
> C[C@@H]1CN([C@@H](C)CO)C(=O)c2cc(-c3ccccc3F)cnc2O[C@@H]1CN(C)C(=O)NC1CCCC1
  -14.3	0.3	-1.4	0.3	2.6	-11.2	-0.4	-6.8
> CC(C)[C@H](NC(=O)c1ccccc1)C(=O)Nc1cccc(S(=O)(=O)N2CCOCC2)c1
  -0.4	-2.4	3.6	-0.6	5.9	-1.2	-0.1	-5.3
> Cc1cc(Nc2ncc(Cl)cc2Cl)n(-c2ccccc2)n1
  -2.3	-28.3	-0.5	nt	5.7	11.4	0.0	3.9
> COc1ccc(/C=C(\C#N)c2cc(OC)c(OC)cc2[N+](=O)[O-])cc1
  -6.3	-12.9	3.7	-4.3	2.2	-9.2	0.1	1.2
> COc1cc(CNc2ccccc2)c([N+](=O)[O-])cc1OC
  -8.6	7.0	0.0	5.6	6.6	15.8	0.0	22.7
> COc1cccc(-c2ccc(C3[C@H]4CNC[C@@H]3N4Cc3ccc4c(c3)OCO4)cc2)c1 (some centres not stated)
  -10.5&-2.2	45.5&22.5	0.1&0.0	nt	nt	25.3&2.5	0.0&0.0	1.2&-8.2
> COc1ccc(NC(=O)N(C)C[C@H]2Oc3ncc(C#CCC(C)C)cc3C(=O)N([C@H](C)CO)C[C@H]2C)cc1
  -1.2	1.2	0.3	-2.0	4.2	-6.9	-1.3	7.1
